# Source: PubChem BioAssay (several laboratories)
# GSK3A inh: human GSK-3 alpha kinase inhibition. P49840. ADP-Glo luminescence, 60 min. inhibition, % at 10 µM. 320,000 compounds, 0.1% hits. AID 2650;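 in the data active means inhibition above about 50%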;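 further: GST-tagged GSK-3 alpha with peptide substrate and 25 µM ATP; 0% = DMSO neutral wells and 100% = GW8510 positive control wells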
# Target sequence (P49840 whole entry, looked up): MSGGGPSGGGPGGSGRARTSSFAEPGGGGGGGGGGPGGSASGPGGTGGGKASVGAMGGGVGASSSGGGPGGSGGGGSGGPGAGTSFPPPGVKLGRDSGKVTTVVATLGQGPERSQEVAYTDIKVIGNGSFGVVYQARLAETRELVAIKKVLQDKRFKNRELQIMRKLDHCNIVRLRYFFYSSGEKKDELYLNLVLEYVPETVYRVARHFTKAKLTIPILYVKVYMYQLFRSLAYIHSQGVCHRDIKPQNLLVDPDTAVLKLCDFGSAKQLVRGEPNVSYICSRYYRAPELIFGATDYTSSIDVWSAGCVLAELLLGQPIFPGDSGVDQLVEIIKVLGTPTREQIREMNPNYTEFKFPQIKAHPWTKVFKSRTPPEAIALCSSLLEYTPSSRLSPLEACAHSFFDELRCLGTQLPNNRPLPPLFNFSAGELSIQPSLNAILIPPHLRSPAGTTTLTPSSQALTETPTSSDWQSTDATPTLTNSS
# aSyn 5UTR inh: 5' untranslated region of α-synuclein, MLPCN primary screen | inhibition, % (tested at 7.5 µM) | 300,000 compounds, 0.82% hits | alpha-synuclein 5'UTR reporter, inhibitor activity | AID 1813; in the data active means inhibition above about 60%; inconclusive means no clear call, values can overlap the other calls;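 further: H4 neuroglioblastoma cells stably carrying SNCA 5'UTR luciferase fusion; 0% = DMSO wells and 100% = positive control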
# HSF-1 act: increases HSF-1 driven luciferase reporter signal | 300,000 compounds, 1.7% hits | activation, % at 9 µM | NIH3T3-HGL HSF-1 luciferase reporter, MG132, 8 h; 100% = twice DMSO control signal | AID 504408;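 active means mean replicate activation of at least 50% with a set share of replicates each reaching 50%; inconclusive means only one of those two conditions met; inactive means mean below 50% and too few replicates reaching it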;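 further: 0% = median of the neutral control wells and 100% = twice that signal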
# IEC-6 tox: IEC-6 cytotoxicity, counter-screen for KLF5 inhibitors; luminescence viability; inhibition, % at 5 µM; 290,000 compounds, 0.78% hits; AID 1825; in the data active means inhibition above about 22%;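 further: 0% = plate median of test compound wells and 100% = cytotoxic reference compound wells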
# HIF activator: HIF pathway transcriptional activation; U2OS HRE-luciferase reporter, luminescence; normalized: DMSO 0%, desferrioxamine 100%; activation, % at 7.5 µM (by protocol); 300,000 compounds, 0.32% hits; AID 1910;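 active means mean activation of at least 10% of the iron chelator positive control signal, with at least half of replicates also reaching 10%; inconclusive means mean and replicate majority disagree about reaching 10%; inactive means mean and most replicates under 10%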
# KLF5 inhibitor: inhibitors of KLF5 expression; DLD-1 KLF5 promoter-luciferase reporter, luminescence; inhibition, % at 5 µM; 290,000 compounds, 0.23% hits;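 active means inhibition above a per-plate limit of that plate's mean compound inhibition plus 3 SD, cut at about 60% in these data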;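 further: 0% = DMSO wells and 100% = LY294002 at 200 µM; higher means less KLF5 promoter-driven luciferase light; inactives centre near -14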
# GSK3B inh: blocks human GSK3beta kinase activity; P49841; GST-GSK3beta kinase, ADP-Glo luminescence, 60 min; active compounds read low; activity score (negative = inhibition), % at 10 µM; 300,000 compounds, 0.038% hits;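 active means more than half of replicate wells score below -50%, meaning over 50% inhibition versus plate controls; inconclusive means some replicates but at most half score below -50%; inactive means no replicate scores below -50%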;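 further: 0% = median DMSO wells and -100% = median GW8510 positive control wells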
# Target sequence (P49841 whole entry, looked up): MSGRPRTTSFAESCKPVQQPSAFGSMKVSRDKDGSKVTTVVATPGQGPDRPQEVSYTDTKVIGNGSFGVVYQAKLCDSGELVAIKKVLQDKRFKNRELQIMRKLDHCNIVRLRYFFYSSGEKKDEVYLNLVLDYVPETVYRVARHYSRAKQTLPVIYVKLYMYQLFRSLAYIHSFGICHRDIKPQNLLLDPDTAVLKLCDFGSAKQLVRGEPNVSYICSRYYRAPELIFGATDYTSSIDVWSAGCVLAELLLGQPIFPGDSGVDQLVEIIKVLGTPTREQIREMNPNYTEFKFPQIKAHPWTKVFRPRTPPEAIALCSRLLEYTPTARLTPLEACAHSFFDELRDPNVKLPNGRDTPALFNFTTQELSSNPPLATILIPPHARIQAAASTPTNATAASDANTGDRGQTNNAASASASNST
#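 Assay system: GST-fused GSK3beta enzyme, cell-free / Medium: Tris pH 7.5 buffer with MgCl2, DTT, BSA, heparin / Also added: peptide substrate plus 25 µM ATP (final) / Compound: 10 µM single point / Timing: kinase reaction with compound 60 min at room temperature / Detection: ADP-Glo luminescence / Benchmarks: DMSO neutral wells and GW8510 at 20 µM as positive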
# HSP90 refold inh: blocks HSP90-mediated luciferase refolding in reticulocyte lysate. Rabbit reticulocyte lysate, luciferase refolding luminescence, 3 h. inhibition, % at 5.6 µM. 290,000 compounds, 0.91% hits. AID 1789;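 active means inhibition above the screen-wide mean plus 3 SD, computed separately per campaign, cut at about 16% in these data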;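 further: 0% = DMSO wells and 100% = 60 µM geldanamycin wells; inhibitors lower the luminescence because luciferase stays unfolded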
# AI-2 QS modul: modulators of Vibrio harveyi AI-2 quorum sensing system. Vibrio harveyi JMH597 AI-2 luminescence/OD600 ratio, 9 h; active compounds read low; strain lacks LuxN and CqsS sensors; 0 = neutral-control median. activity change, % at 7.5 µM. 300,000 compounds, 0.4% hits. AID 2094; in the data active means activity change below about -75%, passing the limit was not always enough; inconclusive means no clear call, values can overlap the other calls;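 further: luminescence divided by OD600 gain over 9 h not by final OD600 alone; inactives centre near 13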
# HSF1 inhib: HSF1 inhibition | NIH3T3-HGL HSE-luciferase, MG132-induced, luminescence 8 h; active compounds read low | activity change, negative = inhibition, % at 7.5 µM (by protocol) | 300,000 compounds, 0.77% hits | AID 2098;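 active means more than half of replicate wells show activity change below -50%, luminescence cut by over half; inconclusive means some wells, but at most half, below -50%; inactive means no replicate well below -50%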;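 further: luciferase reports HSF-1 transcriptional activity via heat shock element; 0% = median of DMSO wells and -100% = zero luminescence signal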
# Active calls of the source: *; ? = inconclusive; nt = not tested or not shown.
SMILES,GSK3A inh,aSyn 5UTR inh,HSF-1 act,IEC-6 tox,HIF activator,KLF5 inhibitor,GSK3B inh,HSP90 refold inh,AI-2 QS modul,HSF1 inhib
CC(=O)c1ccc(NC(=O)Nc2cccc3ccccc23)cc1,nt,nt,nt,3.8,nt,-58.3,6.3,-4.6,4.8,nt
Cc1nc(SCc2ccc([N+](=O)[O-])cc2)n[nH]1,-1.2,1.2,26.8,1.8,0.3,-44.6,1.0,-0.9,10.4,14.1
COCC(C)NC(=O)c1cccc([N+](=O)[O-])c1 (stereo unspecified),-3.8,-21.2,11.0,-7.6,-0.3,12.3,1.8,-4.2,10.6,-3.2
Cc1ccccc1-n1nnnc1SC1CCOC1=O (stereo unspecified),1.7,15.2,-8.5,-3.6,-0.1,6.1,nt,-1.2,nt,-3.6
O=C(NCCCN1CCCC1=O)Nc1cc(Cl)ccc1Cl,-1.2,0.8,-2.6,-1.1,-0.1,-16.4,2.3,-5.0,9.9,1.1
COc1cccc(Nc2nc(-c3cccnc3)cs2)c1,2.5,-173.1,36.3,17.5,3.5,-168.5,2.0,-3.3,19.5,22.3
O=C(NOC(=O)c1ccccc1Cl)c1cccs1,-1.0,-10.9,-6.8,1.5,0.0,-24.3,5.6,2.2,8.6,-7.0
Cc1[nH]c2ccccc2c1/C=N/NC(=O)CNC(=O)c1ccc2c(c1)OCCO2,-1.2,-0.3,3.2,4.5,-0.6,-30.7,1.1,4.0,-0.6,-4.3
CCOC(=O)c1csc(NC(C)=O)n1,-0.6,-31.2,-4.1,6.2,0.3,-36.7,0.6,7.3,19.3,2.6
O=C(CCn1nnc2ccccc21)OCC(=O)c1ccc([N+](=O)[O-])cc1,-2.4,-1.5,11.9,3.5,0.7,-31.1,3.8,-1.4,19.0,-0.3
O=C(O)CC1S/C(=N\N=C2CCCCCCC2)N(c2ccccc2)C1=O (stereo unspecified),-3.4,3.9,0.3,1.3,0.2,-21.0,2.9,-1.9,11.9,-4.7
CC(=O)c1cnn(-c2nc3c(C)cccc3s2)c1C,-2.1,-23.9,2.2,3.1,0.9,-12.7,-0.8,2.0,3.2,10.6
CCc1cc(C(=O)Nc2cc(S(=O)(=O)N(CC)CC)ccc2N2CCN(C)CC2)sc1C,0.8,7.5,11.3,nt,0.7,nt,-3.5,nt,13.3,2.3
CN(C)/C=N/c1ncc(C(=O)c2ccc3ccccc3c2)s1,-0.6,-81.2,18.3,-0.7,1.1,-36.0,-5.5,-2.4,-7.0,12.8
Cc1ccc(-n2c(C)cc(C=C3C(=O)CC(C)(C)CC3=O)c2C)cc1,-0.1,-13.9,-27.9,-1.5,-0.3,-9.7,4.7,0.2,25.6,-12.1
COc1ccc(S(=O)(=O)N2CCCC(C(=O)NC3CCCCC3)C2)cc1 (stereo unspecified),-6.1,-23.3,5.9,-3.8,-35.8,11.7,1.3,-2.1,26.4,-10.5
O=C(CSc1cn[nH]n1)Nc1ccccc1F,nt,-9.3,-9.1,nt,0.2,nt,0.4,nt,45.8,-4.5
CCOC(=O)c1c(C)[nH]c(C)c1S(=O)(=O)NC(C)Cc1ccco1 (stereo unspecified),nt,-18.5,-3.2,-7.1,nt,-22.0,2.6,-2.8,28.5,0.2
COc1ccc([N+](=O)[O-])cc1NS(=O)(=O)c1cccc(C(=O)O)c1,-2.6,13.1,13.7,-1.3,-0.1,-19.6,-0.4,-4.5,48.4,3.7
CC12CCC(C(=O)NCCCn3ccnc3)(OC1=O)C2(C)C (stereo unspecified),-1.7,10.3,-3.8,0.7,-0.5,-8.8,-7.1,-0.6,17.3,-4.0
Cc1cccc(OCC(O)Cn2c(N3CCCCC3)nc3c2c(=O)[nH]c(=O)n3C)c1 (stereo unspecified),-0.9,1.7,0.5,4.5,-5.5,-15.9,-1.8,8.7,16.8,0.2
Cc1ccc(-n2nnc3c(SCC(=O)NCc4ccco4)ncnc32)cc1,-1.0,12.1,-2.4,-0.5,0.5,-51.4,1.8,3.5,19.8,6.4
O=C(N/N=C/c1cccc([N+](=O)[O-])c1)c1ccccc1-n1cccc1,-1.4,-3.1,1.5,4.3,-0.4,-11.0,2.0,2.0,10.9,12.6
O=S(=O)(CCN1CCN(c2ccccn2)CC1)c1ccc(F)cc1,0.7,-9.1,3.2,-1.2,0.1,18.9,-1.4,11.0,10.4,-5.5
CCN(CC)CC(=O)Nc1ccc(-c2ccc(NC(=O)CN(CC)CC)c(OC)c2)cc1OC,-6.0,-4.3,-18.8,1.7,0.2,-18.7,2.8,-1.3,17.0,-14.2
CC(C)CN1C(=O)NC(NC(=O)c2ccco2)(C(F)(F)F)C1=O (stereo unspecified),-1.1,8.9,-4.8,-0.6,-0.1,-24.7,0.4,27.4*,14.7,0.9
O=C(NCc1cccnc1)c1ccc2c(c1)N(Cc1ccccc1)CCS2,-2.5,22.1,3.3,1.3,0.2,-13.9,-0.5,2.9,34.1,12.8
CNC(=O)NNC(=O)c1nc(-c2ccccc2)c(C)o1,-3.2,14.5,2.6,1.8,-0.6,-12.2,-0.1,8.4,9.6,-0.1
O=C1CC(C(=O)Nc2ccc(F)cc2)S/C(=N\N=C\c2ccco2)N1 (stereo unspecified),-1.8,-6.6,2.6,3.8,-0.1,21.9,5.8,0.3,34.6,-1.6
CCSc1nnc(CCNS(=O)(=O)c2ccc(C(C)=O)cc2)n1C,0.3,8.7,2.7,-7.8,0.2,-39.6,-1.4,-3.9,8.6,1.9
CC(=O)Nc1ccc(NC(=O)C(C)OC(=O)CSCc2cccc(Cl)c2)cc1 (stereo unspecified),2.3,4.9,-2.3,nt,-1.0,nt,1.2,nt,6.3,6.4
COC(=O)CC1C(=O)NCCN1C(=O)c1cc([N+](=O)[O-])ccc1Cl (stereo unspecified),1.2,7.8,-4.4,-0.9,0.2,11.8,-0.8,1.4,4.4,0.9
Cc1nnc(Nc2ccc(F)cc2)c2ccccc12,-2.0,4.8,-4.0,2.6,1.1,-24.8,-0.4,4.9,11.5,2.9
Cc1ccc(CNC(=O)CCC(=O)Nc2nnc(C(C)C)s2)cc1,0.9,-30.6,24.1,-2.9,0.4,-14.6,2.2,-4.8,17.1,5.8
CCOC(=O)c1c(C)[nH]c(C)c1S(=O)(=O)N(C)CC(=O)Nc1cc(C)ccc1OC,nt,-5.4,-1.8,-1.3,nt,-18.7,0.8,-2.0,18.7,3.3
COc1ccc(-c2ccc(SCC(=O)N3CC(=O)Nc4ccccc43)nn2)cc1,0.8,-32.6,29.3,-5.5,2.1,-51.4,0.1,-0.7,22.3,10.9
COc1ccc(Cl)cc1C(=O)NNC(=O)C1COc2ccccc2O1 (stereo unspecified),-1.2,-11.2,-3.9,-6.1,0.3,-15.6,-0.2,-2.0,9.0,-6.8
N#Cc1nc(-c2ccc(Cl)cc2)oc1NCc1ccco1,-1.1,-108.2,46.6,-0.8,5.2,-79.7,2.0,-3.1,7.1,25.5
COc1ncccc1C(=O)N1CCCC(N2CCN(c3cccc(Cl)c3)CC2)C1 (stereo unspecified),-3.1,-4.7,14.1,-1.7,0.7,-28.2,1.6,-3.4,12.6,5.2
Clc1ccc(-c2csc(N3CCc4ccccc4C3)n2)cc1,-1.0,10.5,2.3,2.7,0.3,-0.9,-0.5,-2.5,7.3,7.4
COc1ccc(NC(=O)Nc2ccc(Cc3ccncc3)cc2)c(OC)c1,3.3,46.2,13.4,3.2,-0.4,-2.4,-4.0,5.3,16.0,-7.5
CS(=O)(=O)N1CCC(Oc2ccccc2C(=O)NC2CCCCCC2)CC1,6.5,3.5,22.9,-3.5,0.3,-38.3,0.5,-2.1,13.9,9.5
CCCCNC(=S)N(C)/N=C/c1ccc(OCC(=O)Nc2ccc(OC)cc2)c(OC)c1,1.3,29.1,-6.4,0.3,-0.7,0.7,0.0,-0.5,11.7,-5.9
CC(C)c1ccc(C(=O)NCCCc2ccccc2)cc1,-2.1,-149.6,?,0.4,3.7,-113.0,-0.8,0.4,-45.8,21.1
O=C(Cn1nc(-c2ccccc2)c2ccccc2c1=O)NCCO,-2.8,11.4,4.9,1.5,2.8,0.4,-0.5,2.7,49.8,5.8
COc1cccc(N/C(SC)=C(/C#N)C(=O)NCc2cccs2)c1,-3.6,27.5,4.1,2.3,0.4,7.8,nt,0.5,nt,2.8
Nc1nnn(CC(=O)N/N=C/C=C/c2ccccc2)n1,-3.7,-86.8,21.9,-1.1,2.3,-6.0,0.9,1.4,11.1,7.7
CCc1ccc(NC(=O)CCS(=O)(=O)c2ccc(Br)cc2)cc1,-4.1,13.1,5.9,-1.4,-0.5,-9.6,0.5,4.9,15.5,2.1
C=CCOc1ccccc1/C=N/n1nnnc1N,1.9,-5.1,13.5,3.3,-1.1,-26.2,-1.8,2.9,18.6,3.5
CC(=O)c1cc(C)ccc1OC(=O)c1cccc2nc(C)oc12,6.8,-3.9,0.2,-5.9,-3.0,-31.9,0.8,1.6,23.6,2.5
Cc1cccc(COCC(Cc2ccccc2)N2CCN(C(=O)c3cccc(Cl)c3)CCC2=O)c1 (stereo unspecified),nt,5.7,-9.5,-3.2,-0.1,-26.0,1.5,-0.7,13.8,0.5
Cc1ccc(-n2c(SCC(=O)N3CCOCC3)nnc2-c2ccncc2)cc1C,-2.8,6.2,-13.4,3.3,0.4,-15.3,1.4,2.7,9.1,-3.1
COC(=O)c1ccc(NC(=O)c2nc(S(=O)(=O)Cc3cccc(C)c3)ncc2Cl)cc1,0.4,?,-88.3,43.2*,-2.7,14.0,-1.1,0.5,21.0,-86.0*
CCOc1ccc(OCCN2C(=O)c3ccccc3C2=O)cc1,1.0,-94.5,31.2,-6.7,1.1,-53.8,4.9,-4.4,27.6,9.3
COc1cccc(OC)c1C(=O)Nc1ccc(C(=O)NCc2ccccc2)cc1,1.4,-7.8,0.0,-1.8,-0.1,-10.3,2.2,2.1,36.6,-0.9
O=C(O)CCSc1nc2ccccc2s1,-6.7,46.5,-65.0,-2.3,-1.7,-29.4,2.4,12.3,55.7,-63.5*
CCCCN1C(=O)/C(=C/C=C2\SCCN2C)SC1=S,nt,-120.8,24.3,6.1,2.2,-38.0,-4.4,-2.7,13.2,-0.4
CC(=O)N1CCN(CCN=CC2=C(O)CC(c3ccco3)CC2=O)CC1 (stereo unspecified),-2.4,7.4,5.6,-1.7,-0.5,8.5,-3.3,3.8,7.5,-2.9
